# West Nile virus CPE = inhibition of WNV-induced cytopathic effect – cell-based, CPE readout (AID 1621); CPE inhibition, % at 10 µM, or IC50 in µM where a hit was titrated; West Nile virus-infected cells, CPE inhibition; higher % means a stronger effect; hit rate 0.02% among 290,000; in the data active means a potency from the dose series; inconclusive means CPE inhibition mostly from about 3.7% at the one dose, without a potency; inactive means the rest, 99 in 100 with CPE inhibition below about 2.2%; further: strong numbers were not always called active
# Autophagy HCS = autophagy modulation, high-content screen; MEF GFP-LC3 puncta imaging; test concentration mostly 10 µM; calls only at 10 µM (by protocol); hit rate 0.98% among 190,000;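 active means percentage of spot-positive cells more than 3 SD above its plate mean, without a fluorescence outlier flag or 80% toxicity; inconclusive means no clear call, values can overlap the other calls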;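 further: spot-positive cell cutoff set from DMSO-treated cells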
# b-catenin transl = beta-catenin nuclear translocation modulation. nuclear translocation activity, % at 5 µM. HeLa beta-catenin nuclear translocation, immunofluorescence imaging. AID 1665. hit rate 0.3% among 190,000;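 active means nuclear translocation activity above 50% at 5 µM, with a well cell count of 50 or more; inconclusive means wells under 50 cells across six images, flagged as toxic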;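 further: per-cell ratio of nuclear to cytoplasmic median beta-catenin stain intensity; plate controls were DMSO negative control for no effect and GSK-3 inhibitor IX positive control for full effect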
#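 Test system: human HeLa cell line; Doses: 5 µM primary, 0.02–20 µM confirmation; Incubation: 24 h compound exposure, 37°C; Detection: beta-catenin immunofluorescence imaging with DAPI; Read-out: beta-catenin nuclear/cytoplasmic ratio, % activation.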
# WT yeast gro inh = growth inhibition of WT yeast, mitochondrial fusion screen | mitochondrial fusion phenotypic screen, WT strain | inhibition, % at 10 µM | hit rate 2.1% among 190,000; in the data active means inhibition above about 58%; tested in S. cerevisiae
# Myeloid diff 2 = myeloid differentiation induction; ER-HoxA9 myeloid progenitors, lysozyme-GFP differentiation, flow cytometry; calls only at 10 µM; hit rate 1% among 360,000;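 active means normalized GFP-positive differentiation at or above the plate's own cutoff, the solvent-only control mean plus 3 SD; inconclusive means no clear call, values can overlap the other calls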;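 further: cells exposed to compound for four days before flow analysis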
# T cell modulator = T cell immune modulators affecting CD8 T cell-vesicle binding | 2C CD8+ T cell-vesicle binding, flow cytometry; stronger effect = lower value | calls only at 7 µM | hit rate 0.068% among 330,000 | AID 2052;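 active means response, share of CD8 T cells binding vesicles, and their 90th percentile fluorescence all below set limits, cut at about 80% in these data, passing the limit was not always enough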
#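 material = purified 2C TCR transgenic mouse naive CD8+ T cells | controls = Unloaded micro-vesicles (low), QL9 vesicles with 0.7% DMSO (high) | detection = cytometric PE anti-B7-1 and Alexa647 anti-CD8 signals after 1% paraformaldehyde fixation | incubation = binding step 1.5 h, 37 °C, antibody labelling 20 min, ice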
# MT stabilize HCS = microtubule stabilizers in HeLa cells | HeLa tubulin immunostaining HCS, 24 h; share of cells brighter than vehicle mean+2SD | % tubulin-high responders, % at 10 µM | hit rate 0.83% among 200,000 | AID 2205;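 active means plate Z-score above 3 for both tubulin-high and condensed-nucleus cell shares, with cell loss under 80%, at 10 µM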;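 further: anti alpha tubulin signal scored within the nucleus-defined area of each cell; some results filed as inactive read as strong as hits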
# Ins promoter up = MIN6 insulin promoter up-regulation | MIN6 insulin promoter-GFP reporter, high-content imaging; stronger effect = higher value | z-score at 5 µM | hit rate 0.3% among 190,000 | AID 1625;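 active means z-score above 3 at 5 µM with at least 500 cells counted in the well; inconclusive means wells under 500 cells, flagged as cytotoxic or low count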
# Hep lipid drop = modulators of hepatic lipid droplet formation; hit rate 0.4% among 240,000; AML12 mouse hepatocytes, oleate lipid droplets, BODIPY imaging; inhibition, % at 6.5 µM;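 active means lipid droplet intensity inhibited by at least 50%, with more than 500 cells counted; inconclusive means wells with under 300 cells, treated as cytotoxic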
#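 System: AML12 hepatocytes (mouse). Probe or stimulus: oleic acid at 100 µM to induce lipid droplet formation. Times: overnight treatment with compound plus oleate. Detection: Image-based BODIPY and DAPI two-channel analysis. Evaluation: percent inhibition of filter-corrected integrated lipid droplet intensity per well.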
# WT yeast gro inh mutant strain = recorded beside WT yeast gro inh, whose call it bears; inhibition, %; mitochondrial fusion phenotypic screen, mutant strain inhibition
# Ins promoter up cell count = also measured in Ins promoter up; calls as there; cell count; measured here: cytotoxicity, nuclei count;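 total cells summed across four imaged fields per well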
# Hep lipid drop cells 6.5 µM = also measured in Hep lipid drop; calls as there; cell count; measured here: cell count, cytotoxicity flag;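 cells counted across two imaged fields per well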
# b-catenin transl cell count 5 µM = recorded beside b-catenin transl, whose call it bears; cell count; measured here: cell count, cytotoxicity flag
# T cell modulator vesicle-bound % = further read-out of T cell modulator, marked with its call; double positive events, %; measured here: CD8+ vesicle-bound cell fraction;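 binding gate set so that unloaded-vesicle control wells show 10% double positive cells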
# MT stabilize HCS Hoechst-high % = further read-out of MT stabilize HCS, marked with its call; % Hoechst-high responders; measured here: nuclear condensation Hoechst responders;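 share of cells brighter than vehicle mean plus two SD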
# MT stabilize HCS cytotoxicity % = also measured in MT stabilize HCS; calls as there; toxicity, %; measured here: cytotoxicity by cell density;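 0% = mean cell density of plate MIN control wells and 100% = no cells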
# Autophagy HCS cell loss 18 h = second read-out of Autophagy HCS, no call of its own (marks repeat the call); toxicity, %; measured here: cell loss, nuclei count;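 cell loss after 18 h compound exposure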
# Myeloid diff 2 GFP+ MAC1+ % = further read-out of Myeloid diff 2, marked with its call; GFP+ MAC1+ double positive, %; measured here: differentiation confirmed by MAC1 staining
# Active calls of the source: *; i = inactive; ? = inconclusive; / = no result given; & = joins results of further samples.
Structure	West Nile virus CPE	Autophagy HCS	Autophagy HCS cell loss 18 h	b-catenin transl	b-catenin transl cell count 5 µM	WT yeast gro inh	WT yeast gro inh mutant strain	Myeloid diff 2	Myeloid diff 2 GFP+ MAC1+ %	T cell modulator	T cell modulator vesicle-bound %	MT stabilize HCS	MT stabilize HCS Hoechst-high %	MT stabilize HCS cytotoxicity %	Ins promoter up	Ins promoter up cell count	Hep lipid drop	Hep lipid drop cells 6.5 µM
CC(C)(C)C1CCc2onc(C(=O)NCc3ccc(F)cc3)c2C1 (stereo unspecified)	/	?	/	0.9	1405	17	1	i	7.0	i	8	4.8	1.7	8.3	-0.13	1290	/	/
COC(=O)C1CCN(c2c([N+](=O)[O-])cc(C(F)(F)F)cc2[N+](=O)[O-])CC1	0.2%	i	1	-0.2	1117	-5	11	i	0.8	i	59	0.9	1.0	7.9	0.51	1825	-1	664
Cc1cc(Br)ccc1NC(=O)c1ccccc1-c1ccccc1	-0.9%	i	8	-1.3	1118	27	10	i	1.1	i	33	6.1	2.9	4.3	-0.39	1524	-6	650
COc1ccc(C(C(=O)NC2CCCC2)N(CC2CCCO2)C(=O)Cc2cccs2)cc1OC (stereo unspecified)	-0.4%	i	6	-0.2	1000	-4	-4	i	0.3	i	55	1.5	1.9	3.0	-0.07	1487	-8	707
COc1ccc(CCNC(=O)C2CCCN(S(=O)(=O)c3cnc[nH]3)C2)cc1OC (stereo unspecified)	-0.5%	i	9	/	/	9	6	i	4.2	i	/	3.4	1.6	5.8	-0.54	894	/	/
COCCN1Cc2cccc(C(=O)Nc3cccc(-c4nc5ccccc5[nH]4)c3)c2C1=O	2.4%	/	/	1.6	1239	/	/	i	0.3	i	11	/	/	/	-2.1	880	39	649
COc1c(/C=N/Nc2ccc([N+](=O)[O-])cc2[N+](=O)[O-])c(C)nn1-c1ccccc1	-0.7%	i	12	/	/	33	12	i	0.7	i	18	1.5	1.7	7.2	/	/	/	/
c1ccc(CNCCN2CCNCC2)nc1	0.3%	i	3	-4.3	994	0	4	i	2.1	i	19	1.1	0.8	0.5	0.07	1177	/	/
CCCc1nnc(NC(=O)CC(C)c2ccccc2)s1 (stereo unspecified)	-0.3%	/	/	/	/	/	/	i	0.9	i	55	/	/	/	/	/	-4	836
COc1ccccc1C(=O)C1CCCN(C(=O)CCC(=O)c2ccccc2)C1 (stereo unspecified)	-0.7%	i	29	-1.7	970	4	17	i	1.6	i	27	3.3	1.3	3.2	0.51	1331	-8	682
COC(=O)CCC(=O)Nc1sc(Cc2ccccc2)c(C)c1C(N)=O	-1.0%	i	32	0.3	1535	64*	31*	i	0.2	i	37	1.6	2.2	5.0	-0.29	1225	-6	614
O=C(N/N=C/c1ccccn1)c1ccc([N+](=O)[O-])cc1Cl	-0.6%	/	/	/	/	/	/	i	0.4	i	6	/	/	/	/	/	0	811
COc1ccc(C(=O)N2CCCC(Nc3ccc(C(C)C)cc3)C2)c(OC)n1 (stereo unspecified)	-0.3%	/	/	/	/	/	/	i	1.2	i	41	/	/	/	/	/	11	673
Cc1ccccc1C(=O)N1CCC(n2nccc2NC(=O)CCOc2ccccc2)CC1	0.0%	/	/	/	/	/	/	i	7.1	i	67	/	/	/	/	/	-24	825
CC1CCCCC1NC1=NCCS1 (stereo unspecified)	-0.6%	i	4	/	/	7	13	i	0.4	i	54	1.3	0.5	17	0.05	640	4	803
CCN1CCN(Cc2ccc(NC(=O)c3cc(NC(=O)c4ccno4)cc(OC)c3)cc2C(F)(F)F)CC1	?	/	/	-0.1	1286	/	/	i	0.5&0.3	i	15	/	/	/	-1	889	16	683
O=C(NCCc1ccccc1)c1c(O)c2ccccc2[nH]c1=O	-0.4%	/	/	/	/	/	/	i	0.0	i	22	/	/	/	/	/	12	814
CC1CCN(C(=O)C2c3ccccc3C(=O)N3CCc4ccccc4C23)CC1 (stereo unspecified)	-0.3%	i	17	1.8	1415	-21	-10	i	1.2	i	8	1.9	1.9	6.7	-0.66	1307	/	/
CCn1c(SCC(=O)NCc2cccs2)nnc1-c1ccncc1	0.3%	i	8	-1.6	709	12	2	i	5.4	i	21	1.5	1.8	13	0.4	1094	/	/
O=C(CN1C(=O)C(=O)N(Cc2ccco2)C1=O)c1c[nH]c2ccccc12	0.1%	/	/	-1.5	1129	/	/	i	0.4	i	36	/	/	/	0.33	1436	10	709
Cn1c(SCC(=O)N2CCCCCC2)nnc1-c1ccco1	0.1%	/	/	/	/	/	/	?	/	i	27	/	/	/	/	/	-2	815
CCOc1ccccc1NC(=O)CC(O)(C(F)(F)F)C(F)(F)F	0.3%	i	2	/	/	17	-4	i	0.2	i	42	2.4	1.9	7.7	/	/	-14	729
CCOc1cc(C2C3=C(CCCC3=O)Nc3ccc4ncccc4c32)ccc1O (stereo unspecified)	0.6%	i	1	1.0	1113	-55	-3	i	0.4	i	56	3.3	3.1	4.7	-0.04	1257	-4	653
CCCCNC(=O)NCc1cnn(C)c1C	1.2%	i	-41	1.3	546	8	14	i	0.5	i	28	2.4	1.6	0.9	-0.18	1275	1	734
CCOC(=O)CN1C(=O)S/C(=C/C=C/c2ccc(N(C)C)cc2)C1=O	-0.2%	i	7	5.4	1159	12	17	i	1.4	i	39	2.1	1.7	9.0	0.5	1208	16	690
Cc1ccc2[nH]c(=O)c(CN(CC3CCCO3)C(=O)c3ccncc3)cc2c1 (stereo unspecified)	0.3%	i	-1	/	/	8	11	i	1.1	i	7	3.0	1.1	5.9	-0.94	1274	-14	736
CCOC(=O)C1=C(CNC2CCCCC2)NC(=O)NC1c1cc(C)ccc1C (stereo unspecified)	-0.5%	i	-5	-1.1	1180	-1	4	i	0.6	i	50	3.0	1.8	11	0.36	1148	-1	791
CCCn1c(=O)c2c(nc3n2CC(C)CN3Cc2ccccc2)n(C)c1=O (stereo unspecified)	0.7%	/	/	/	/	/	/	i	0.0	i	39	/	/	/	/	/	-34	774
CCOC(=O)Cc1csc(/N=C/c2c(O)n(-c3ccccc3C(F)(F)F)c(=O)c3ccccc23)n1	0.9%	i	2	-4.5	1087	2	7	i	0.1	i	64	2.9	3.3	0.7	0.42	1440	-2	644
CCN(CC)C(=S)NC(=O)c1ccc(Cl)cc1Cl	0.1%	i	-8	-0.1	1134	15	19	i	1.9	i	41	2.0	1.3	5.8	/	/	26	820
Cc1nc(N=C(N)N)nc2c(C)cccc12	-0.4%	i	1	1.3	947	10	12	i	1.8	i	43	2.9	1.7	5.1	2.9	1381	-2	705
CSCCC1NC(=O)N(CC(=O)N2N=C(c3ccc(Cl)cc3)CC2c2ccco2)C1=O (stereo unspecified)	-0.2%	i	23	2.6	1024	-1	4	i	0.4	i	38	5.0	3.0	12	-2.1	1296	0	669
CC(C)C[C@H](NC(=O)c1nc[nH]c1C(=O)N(C)Cc1ccccc1)C(=O)OC(C)(C)C	-0.4%	i	-10	0.3	966	19	0	i	1.6	i	32	0.8	1.0	1.8	2.3	1567	-1	717
O=C(CSc1nnc(CNc2ccc(F)cc2)n1Cc1ccccc1)N1CCOCC1	0.4%	i	5	-0.8	1019	-4	8	i	0.7	i	26	3.2	1.4	9.6	-0.28	1239	/	/
COC(=O)c1nn(-c2ccccc2)c(Sc2ccc(Cl)cc2)c1/C=N/O	-0.4%	i	1	0.5	1448	0	2	i	0.4	i	41	0.6	1.4	7.9	-0.65	1579	/	/
CC(C)NC(=S)Nc1ccc(Oc2ccccc2)cc1	0.6%	i	5	4.7	1431	30	-13	i	0.4	i	7	1.4	0.8	4.5	-0.29	1178	/	/
CCN(CC)S(=O)(=O)c1ccc(NC2c3ncccc3C(=O)N2Cc2ccccc2)cc1 (stereo unspecified)	?	i	-2	-0.2	1388	32	28	i	4.8	i	50	3.6	2.8	8.1	0.63	1454	/	/
CCn1c(SCC(=O)C(C)(C)C)nnc1-c1cccnc1	-0.1%	i	0	/	/	-9	10	i	5.8	i	30	1.7	0.8	4.7	0.29	1198	-14	721
CCc1cc2c(=O)c(-c3cnn(-c4ccccc4)c3)c(C)oc2cc1OCC(=O)Nc1ccc(F)c(F)c1	-0.6%	i	-4	/	/	18	26	i	0.8	i	40	4.7	5.3	1.4	0.39	1279	34	690
Cc1ccccc1NC(=O)Nc1nnc(CC(=O)NCc2ccccc2)s1	0.1%	i	31	-1.1	943	-9	-29	i	1.0	i	34	2.1	1.8	2.6	/	/	7	669

# Looked up by structure from above, two records:
Structure	West Nile virus CPE	Autophagy HCS	Autophagy HCS cell loss 18 h	b-catenin transl	b-catenin transl cell count 5 µM	WT yeast gro inh	WT yeast gro inh mutant strain	Myeloid diff 2	Myeloid diff 2 GFP+ MAC1+ %	T cell modulator	T cell modulator vesicle-bound %	MT stabilize HCS	MT stabilize HCS Hoechst-high %	MT stabilize HCS cytotoxicity %	Ins promoter up	Ins promoter up cell count	Hep lipid drop	Hep lipid drop cells 6.5 µM
O=C(N/N=C/c1ccccn1)c1ccc([N+](=O)[O-])cc1Cl	-0.6%	/	/	/	/	/	/	i	0.4	i	6	/	/	/	/	/	0	811
CC(C)NC(=S)Nc1ccc(Oc2ccccc2)cc1	0.6%	i	5	4.7	1431	30	-13	i	0.4	i	7	1.4	0.8	4.5	-0.29	1178	/	/

# Source: PubChem (several laboratories)

# An unsorted share of the library; any-hit rate near 3.9%.
